EPAC2 agonist: qHTS for Agonist of cAMP-regulated guanine nucleotide exchange factor 4 (EPAC2): primary screen; Rap guanine nucleotide exchange factor 4 (Homo sapiens), Q8WZA2; EPAC2 activation, biochemical qHTS; response scale: 100% = 6.5 mM cAMP response; Potency, µM (highest dose often 154 µM), for inactives: at the highest dose activation, usual class: activators; 360,000 tested, 0.079% active; further: potency means the concentration at half of the fitted maximal effect; nearly all actives have a fitted effect of over 50% in size
Target sequence (Q8WZA2 whole entry, looked up): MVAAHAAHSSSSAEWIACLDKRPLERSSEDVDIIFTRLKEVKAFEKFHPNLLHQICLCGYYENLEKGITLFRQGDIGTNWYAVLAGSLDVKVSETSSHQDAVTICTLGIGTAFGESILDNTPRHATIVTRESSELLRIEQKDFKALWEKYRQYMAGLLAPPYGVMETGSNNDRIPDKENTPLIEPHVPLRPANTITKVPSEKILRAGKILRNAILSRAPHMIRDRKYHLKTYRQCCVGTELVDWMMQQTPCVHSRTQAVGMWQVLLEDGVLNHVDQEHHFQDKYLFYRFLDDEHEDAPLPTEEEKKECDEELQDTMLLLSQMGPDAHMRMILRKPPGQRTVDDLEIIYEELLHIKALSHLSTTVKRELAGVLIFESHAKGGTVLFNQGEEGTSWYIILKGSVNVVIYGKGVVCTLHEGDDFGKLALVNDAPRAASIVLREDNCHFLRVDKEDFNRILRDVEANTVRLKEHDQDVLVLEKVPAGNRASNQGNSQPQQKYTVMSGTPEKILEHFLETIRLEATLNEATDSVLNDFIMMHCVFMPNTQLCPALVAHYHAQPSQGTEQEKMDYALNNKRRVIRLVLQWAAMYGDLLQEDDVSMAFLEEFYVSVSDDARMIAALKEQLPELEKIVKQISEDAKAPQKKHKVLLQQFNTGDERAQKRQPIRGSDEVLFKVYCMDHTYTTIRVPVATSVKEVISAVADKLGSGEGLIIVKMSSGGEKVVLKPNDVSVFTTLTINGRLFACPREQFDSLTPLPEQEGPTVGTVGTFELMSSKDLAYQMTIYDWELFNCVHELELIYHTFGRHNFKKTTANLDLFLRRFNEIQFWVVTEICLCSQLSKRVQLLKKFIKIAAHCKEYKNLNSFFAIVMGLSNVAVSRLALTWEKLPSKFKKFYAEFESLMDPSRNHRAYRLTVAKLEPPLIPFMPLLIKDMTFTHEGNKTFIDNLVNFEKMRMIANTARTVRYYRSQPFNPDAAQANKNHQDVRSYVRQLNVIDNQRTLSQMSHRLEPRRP
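Nucleotide exchange monitored as fluorescence drop when BODIPY-GDP leaves Rap1B. Reaction: 100 nM EPAC2, 250 nM RAP1B-BODIPY-GDP, 50 uM GDP, room temperature, kinetic read over 30 min. Activity expressed relative to 6.5 mM cAMP.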
EPAC2 antag: qHTS for Antagonist of cAMP-regulated guanine nucleotide exchange factor 2 (EPAC2): primary screen | AID 720708, 2013 | Potency, µM (highest dose often 114 µM), for inactives: at the highest dose activity, negative = inhibition, usual class: inhibitors | EPAC2 GEF exchange of Rap1B-BODIPY-GDP, fluorescence | 360,000 tested, 0.18% active; further: potency means the concentration at half of the fitted maximal effect; on the % scale 0 is the no-effect control and ±100 the full control effect; nearly all actives have a fitted effect of over 45% in size; many of its hits are not listed in these tables
CCT chaperon mod: High-Throughput Screening for Modulators of Cytosolic Chaperonin Activity. purified chaperonin ATPase assay, HTRF ADP detection, 30 min. activity change, % (test concentration not listed), hits read low. 360,000 tested, 0.3% active; in the data active means activity change below about -30%; further: on the % scale 0 is the no-effect control and ±100 the full control effect
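ATPase activity: ADP formed was measured by HTRF Transcreener (665/615 nm ratio) after 30 min at 37 deg C with 10 uM ATP. Compounds screened at one 76 uM concentration against 40 or 20 nM TRiC in Tris pH 7.4/KCl/MgCl2/DTT buffer.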
TGFb inhibitor: qHTS for Inhibitors of TGF-b. HepG2 CAGA-GFP TGF-b/SMAD3 reporter, GFP fluorescence, 18 h; TGF-beta stimulated, 500 pg/mL final. Potency, µM (series often up to 46.1 µM), for inactives: top-dose activity, negative = inhibition, most hits filed as inhibitors. 410,000 tested, 1.2% active. AID 588855, 2011; further: potency means the concentration at half of the fitted maximal effect; on the % scale 0 is the no-effect control and ±100 the full control effect; nearly all actives have a fitted effect of over 65% in size
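Smad-responsive CAGA-GFP expression was quantified in HEPG2 cells exposed to compounds and 500 pg/mL final TGF-beta for 18 h at 37 degrees C; unstimulated wells defined full inhibition.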
MmCpn inh: Inhibitors of TCP-1 ring complex (TRiC) of Methanococcus maripaludis (MmCpn): qHTS. purified Mm-Cpn ATPase, ADP Transcreener TR-FRET. Potency, µM (series often up to 76.9 µM), inactives show top-dose activity, negative = inhibition, hits mostly inhibitors. 330,000 tested, 0.031% active. AID 504842, 2011; further: potency means the concentration at half of the fitted maximal effect; on the % scale 0 is the no-effect control and ±100 the full control effect; nearly all actives have a fitted effect of over 80% in size
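Purified archaeal Mm-CPN (25nM final) preincubated 10 min at 37degC with compound, then 10uM ATP for 30 min at 37degC; ADP measured by HTRF Transcreener TR-FRET; buffer 30 mM TRIS pH 7.4, 100mM KCl, 5mM MgCl2, 1mM DTT.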
Nrf2 inh: Nrf2 qHTS screen for inhibitors; A549 ARE-Fluc reporter, luciferase luminescence, 18-24 h; Potency, µM (doses to about 46 µM), for inactives: at the highest dose activity change, negative = inhibition, hits mostly inhibitors; 360,000 tested, 2.1% active; AID 504444, 2011; further: potency means the concentration at half of the fitted maximal effect; on the % scale 0 is the no-effect control and ±100 the full control effect; nearly all actives have a fitted effect of over 60% in size
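Cells were seeded and rested 2 h, then exposed to compounds for 18-24 h. CellTiter-Fluor was read first as a viability measure. BugLite was added 15 min before the final luminescent read of ARE-luciferase activity in A549 cells.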
Nrf2 ARE act: qHTS of Nrf2 Activators. AREc32 ARE-luciferase reporter (MCF7-derived line), luminescence, 24 h. Potency, µM (doses to about 46.1 µM), for inactives: top-dose activation, actives largely listed as activators. 410,000 tested, 0.31% active. AID 624171, 2012; further: potency means the concentration at half of the fitted maximal effect; % of control where 0% means no effect; nearly all actives have a fitted effect of over 65% in size
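ARE activation measured as luciferase luminescence (Steady-Glo, 30 min RT) in AREc32_Fluc cells after 24 hr compound exposure at 37 deg C, 5% CO2; cells seeded overnight at 1000/well in OPTI-MEM, 5% FBS.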
A549 tox: Nrf2 qHTS screen for inhibitors: counterscreen for cytotoxicity; 390,000 tested, 0.16% active; A549 ARE-Fluc cells, CellTiter-Fluor viability, 18-24 h; Potency, µM (highest dose often 46 µM), without a hit: at the highest dose activity change, negative = cytotoxicity, usual class: inhibitors; further: potency means the concentration at half of the fitted maximal effect; on the % scale 0 is the no-effect control and ±100 the full control effect
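A549 ARE-Fluc cells in 5% FBS OPTI-MEM, 5000 cells/well, rested 2 h then exposed to compounds in concentration-response for 18-24 h at 37 °C. Viability by CellTiter-Fluor fluorescence (Ex 405/Em 525) after 30 min; luciferase luminescence (BugLite, 15 min, RT) read afterwards.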
pAkt inh: HTS Assay for Inhibitors of Akt Phophorylation: Primary Screen | Neuro2A IGF-stimulated pAkt S473 HTRF, 20 min; active compounds read low | activity change, % for hits at 50 µM | 360,000 tested, 0.32% active; in the data active means activity change below about -80%; inconclusive means mostly about -51% to -80%; further: on the % scale 0 is the no-effect control and ±100 the full control effect
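Neuro2A cells in DMEM with 0.5% FBS, overnight at 37 deg C, given compound at single 50 µM final, then IGF (6 nM final) for 20 min at 37 deg C. Lysed; phospho-Akt Ser473 by HTRF after 24 h, 665/615 ratio.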
Starred values were filed as active, the others as inactive; i = inactive; ? = inconclusive; . = no result given; & = joins results of further samples; [ ] = another dose, or the depositor's remark. Unless noted, the call rests on the fitted dose curve; in most records, active means well fitted curve in the direction sought with a large enough effect; inconclusive means small, poorly fitted or top-dose-only effect, or another doubt; inactive means no such curve, though single readings can be large; an effect the other way counts as inactive or inconclusive. The list is partial; count on the stated rates, not on these rows.

SMILES | EPAC2 agonist | EPAC2 antag | CCT chaperon mod | TGFb inhibitor | MmCpn inh | Nrf2 inh | Nrf2 ARE act | A549 tox | pAkt inh
CCOC(=O)C1=C(N)OC2=C(C(=O)CCC2)C1c1ccccc1OC (configuration not stated) | 6% | -14% | -1.2 | 2% | 0% | 17% | 0.0% | 1% | i
O=C(Nc1ccc(Cl)cc1)c1nc[nH]c1C(=O)NCCN(CCNC(=O)c1[nH]cnc1C(=O)Nc1ccc(Cl)cc1)CCNC(=O)c1[nH]cnc1C(=O)Nc1ccc(Cl)cc1 | 3% | 11% | -1.7 | 39%[activator] | 0% | ? | -0.6% | -17% | i
Cn1c(N)c(C(=O)CSc2nnc(C3CC3)n2Cc2ccccc2)c(=O)n(C)c1=O | -6% | 11% | 0.4 | 11% | 0% | -5% | -0.4% | 2% | i
CCS(=O)(=O)c1ccc(-c2csc(-c3ccccc3)n2)c(Cl)c1Cl | 3% | 2% | -2.4 | -7% | ? | . | 5.5% | -3% | i
O=c1c2[nH]c3cccc(Cl)c3c2ncn1CC1CCCO1 (configuration not stated) | -1% | 6% | 1.1 | -1% | 1% | 11% | 6.0% | -9% | i
Cc1ccc(-n2ncc3c2CCCC3NC(=O)c2cnccn2)cc1C (configuration not stated) | 11% | 17% | 1.2 | 5% | -3% | 21µM* | -0.9% | -6% | i
COc1ccc(-c2nc3c(c(SCC(=O)Nc4ccc(C(=O)O)cc4)n2)Cc2ccccc2O3)cc1 | . | . | . | -22% | . | 10% | 6.8% | -5% | .
COc1ccc(CCN(Cc2ccccn2)C(=S)Nc2cccc(SC)c2)cc1OC | 14% | -7% | -4.0 | ? | 2% | 4% | 0.3% | 0% | i
Cn1cnc(S(=O)(=O)N2CCN(C(c3ccc(F)cc3)c3ccc(F)cc3)CC2)c1 | 8% | -16% | -3.0 | -6% | 2% | 0% | 0.1% | 0% | i
Clc1ccc2nncn2n1 | 8% | 8% | -1.9 | 5% | 0% | -14% | -0.4% | 3% | i
COc1ccc(C(CNC(=O)Nc2ccc(Cl)cc2)N2CCN(C)CC2)cc1 (configuration not stated) | -1% | -1% | -1.0 | -6% | -2% | -8% | 0.4% | 7% | i
COc1cc(C(=O)Nc2scc(-c3ccccc3)c2C(=O)O)cc(OC)c1OC | 0% | ? | -1.3 | 4% | -1% | ? | -1.0% | -19% | i
CCc1nc2ccc(C(=O)NCCCn3ccnc3)cn2c1N(C)C(=O)C1CCCCC1 | 11% | 24% | -0.4 | 17% | . | . | 0.4% | . | i
CC1CCCC(NC(=O)COC(=O)CCC(=O)c2ccc(F)cc2)C1C (configuration not stated) | -8% | -4% | -5.7 | 2% | 1% | -12% | -0.1% | 0% | i
CC1CCN(C(=O)c2ccc3c(c2)OCO3)CC1 | 11% | 8% | -1.0 | -8% | -2% | -4% | -1.2% | -4% | i
O=C(COc1cccc2ccccc12)N1c2ccccc2CCc2ccccc21 | 11% | -6% | 0.8 | ? | -2% | ? | 0.1% | ? | i
Cn1c(N)c(C(=O)COC(=O)Cc2ccc(Cl)cc2Cl)c(=O)n(C)c1=O | -10% | -6% | -2.2 | 0% | -6% | ? | 3.9% | 1% | i
Cc1ccc(CN2C(=O)c3ccccc3S(=O)(=O)c3ccc(C(=O)OCC4CCCO4)cc32)cc1 (configuration not stated) | . | . | . | 7% | . | 6% | 3.6% | -9% | .
Cn1cnc2cc(OC(=O)c3ccccc3)ccc21 | 0% | -4% | -2.6 | 1% | 0% | 1% | 4.7% | 11% | i
Cc1ccc(C(C)CCN2CCC(n3nccc3NC(=O)c3ccccc3)CC2)o1 (configuration not stated) | 2% | 10% | 0.2 | -2% | 2% | 5% | -0.4% | -10% | i
Cc1cc(O)c(-c2cc(O)c(C)cc2O)cc1O | 4% | 2% | -0.6 | ? | -6% | -16% | -3.6% | -29% | i
O=C(O)C1CC(=O)N(CCc2ccc(F)cc2)C1 (configuration not stated) | -3% | -4% | 0.2 | 10% | ? | -6% | 1.6% | -1% | i
CCCCNC(=S)NNC(=O)c1ccoc1C | 2% | 10% | 1.1 | -3% | 2% | 1% | -0.5% | -10% | i
Cc1nc2ccccc2nc1-c1ccc([N+](=O)[O-])cc1 | 5% | -12% | 0.8 | 8% | . | 1% | 2.4% | 3% | i
CC(=O)Nc1ccccc1C(=O)C(=O)Nc1ccc(C(=O)N2CCOCC2)cc1 | 5% | 12% | -2.8 | 8% | 0% | 0% | 0.0% | 2% | i
Next section:
SMILES | EPAC2 agonist | EPAC2 antag | CCT chaperon mod | TGFb inhibitor | MmCpn inh | Nrf2 inh | Nrf2 ARE act | A549 tox | pAkt inh
N#Cc1ccc(C(=O)NC2CCCc3ccccc32)cc1 (configuration not stated) | 3% | 2% | -0.1 | -25% | 0% | ? | -0.3% | 1% | i
COC(=O)c1sc(NC(=O)CSc2nncs2)c(C(=O)OC)c1C | -8% | -3% | -0.9 | -16% | -3% | -15% | 1.6% | -2% | i
Cc1cc(=O)[nH]c(SCC(=O)c2c(N)n(C)c(=O)n(C)c2=O)n1 | 0% | 0% | 1.4 | 10% | 0% | . | 0.2% | -9% | i
CCOC(=O)c1cc(C)n(CC2CCC(C(=O)Nc3ccc(Cl)cc3)CC2)c1C (configuration not stated) | . | . | . | 8.9µM* | . | 8.2µM* | 0.1% | ? | .
O=C(CNC(=O)c1ccccc1C(=O)O)c1ccccc1 | 10% | 9% | -0.4 | 0% | -1% | 7% | 0.4% | . | i
COc1ccc(S(=O)(=O)N2CCOCC2)cc1NC(=O)CSc1ccc(F)cc1 | 21% | -30% | -6.4 | 4% | -5% | 4% | 0.1% | 26% | i
Cc1ccc(CN=c2c([N+](=O)[O-])nn(-c3cccc(Cl)c3)n2O)cc1 | 7% | -9% | 1.9 | -9% | -1% | ? | 1.0% | -13% | i
Cn1nccc1C(=O)N1CCN(c2ccccc2Cl)CC1 | 8% | -6% | -1.9 | 2% | 1% | 2% | 0.3% | -1% | i
O=C(CSc1nnc(-c2ccoc2)o1)N1CCOCC1 | -4% | 2% | -0.8 | -12% | -2% | 3% | 0.0% | -6% | i
C#CCN(C(=O)C1CCC(=O)N(CCc2cccc(F)c2)C1)C1CCCCC1 (configuration not stated) | 2% | 4% | -0.2 | -1% | . | . | 4.4% | . | i
Cc1nnc(NC(=O)CSc2nccn2Cc2ccc(F)cc2)s1 | 1% | 14% | 1.0 | 65%&20%[activator] | -6% | 17% | -0.7%&0.6% | 7%&9% | i
CCOC(=O)c1cnn(-c2ccccc2)c1NC(=O)c1ccccc1 | 2% | 7% | -2.9 | -12% | 0% | . | 0.0% | 0% | .
CSc1nnc2c(=O)[nH]c(=O)n(C)c2n1 | 7% | 2% | -3.2 | 8% | . | 6% | -0.1% | -1% | i
NS(=O)(=O)c1ccc2c(c1)C(=NO)c1cc(S(N)(=O)=O)ccc1-2 | 4% | ? | -2.5 | 2% | -8% | 5% | -0.7% | 0% | i
Cc1ccc(C(=O)N2CCCCC2CCN2CCCCC2)cc1 (configuration not stated) | . | . | . | 0% | . | 12% | -1.0% | 3% | .
Cc1ccc(OCCN2C(=O)c3ccccc3C2=O)c([N+](=O)[O-])c1 | 8% | -27% | -0.5 | -21% | -4% | 10% | 3.5% | 6% | i
Cc1cc(C(=O)CSc2nc(N)cc(N)n2)c(C)n1-c1cccc(C(F)(F)F)c1 | 2% | -7% | 0.5 | -18% | 0% | ? | -0.2% | 0% | i
COc1cccc(OC)c1C(=O)NNC(=O)c1ccc(F)cc1 | 2% | 4% | -4.8 | -8% | -3% | 5% | 0.3% | -1% | i
Cc1ccc(CCc2nnc(SCC(=O)Nc3ccccc3Cl)n2-c2ccccc2)o1 | 5% | -8% | 1.2 | -3% | 1% | ? | -0.2% | ? | i
Cc1ccc(C)c(NC(=O)c2ccc(N(C)S(C)(=O)=O)cc2)c1 | 9% | 11% | -0.7 | -4% | -2% | ? | -0.4% | 17% | i
CC(NC(=O)c1ccc(Cl)cc1)c1nnc(SCC(=O)NC2=NCCS2)n1C (configuration not stated) | 6% | -1% | -1.7 | 3% | 3% | 4% | 0.0% | 5% | i
CC1Cc2ccccc2N1C(=O)CNc1ccccc1N1CCCCC1 (configuration not stated) | 10% | -3% | 0.2 | ? | 0% | -10% | -0.5% | 8% | i
NCCCC[C@H](NC(=O)C1CCNCC1)c1nnc([C@@H](N)CO)o1 | 6% | -1% | -1.0 | 4% | . | 16% | -0.2% | -5% | i
COc1ccc(NC(=O)C2=Cc3ccccc3OC2)cc1 | 1% | 4% | 2.6 | 14% | 2% | ? | 1.7% | 3% | i

One compound at a time (already shown). Values in the order: EPAC2 agonist | EPAC2 antag | CCT chaperon mod | TGFb inhibitor | MmCpn inh | Nrf2 inh | Nrf2 ARE act | A549 tox | pAkt inh
Shown for Cc1ccc(C(=O)N2CCCCC2CCN2CCCCC2)cc1 (configuration not stated) : . | . | . | 0% | . | 12% | -1.0% | 3% | .
Shown for COc1cccc(OC)c1C(=O)NNC(=O)c1ccc(F)cc1 : 2% | 4% | -4.8 | -8% | -3% | 5% | 0.3% | -1% | i
Shown for Cc1ccc(CN=c2c([N+](=O)[O-])nn(-c3cccc(Cl)c3)n2O)cc1 : 7% | -9% | 1.9 | -9% | -1% | ? | 1.0% | -13% | i

Source: PubChem (National Center for Advancing Translational Sciences (NCATS))
